TSHR antag: human thyrotropin receptor antagonism. P16473. TSHR-expressing cells, TSH-stimulated cAMP HTRF, 2 h; hits give low values. activity change, negative = inhibition, % at 11.5 µM. 0.2% of 330,000 active. AID 504810;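 active = activity change below a set negative limit, meaning inhibition stronger than a set level, cut at about -70% in these data; inconclusive = activity change between two set negative limits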; note: % is set by controls: 0 for no effect and ±100 for the full control effect
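Cell-based HTRF cAMP assay; TSHR cells + compound, TSH EC80 (4nM final), 2 h, 37 deg C. Lysis with anti-cAMP cryptate and cAMP-d2, 30 min RT, read 665/620 nm.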
BCR signal inh: chronic active BCR signaling inhibition; AID 493014; Potency, µM (series often up to 46.1 µM), for inactives: at the highest dose ratio change, negative = lower green/red ratio, usual class: inhibitors; ABC-DLBCL IkBa-CBG/CBR reporter, luminescence ratio, 4 h; 0.05% of 340,000 active; active = well fitted inhibition curve with a large enough effect in the signal ratio, with a control signal flat, not every such curve was filed as active; inconclusive = small, poorly fitted or top-dose-only effect, or effect the other way, or a change in a side signal; the % refers to the signal ratio;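 note: potency is the fitted concentration of half-maximal effect; plate controls were basal doxycycline-induced cells for no effect and cells given 10 µM MG132 for full effect; MG132 reads +100%, hits lower the ratio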
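Compounds up to 46 uM were incubated four hours with TMD8 cells whose green CBG68 luciferase is fused to IkappaBalpha; red CBR luminescence normalised the signal, and concentration-effect curves were fitted to fusion, red and ratio data.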
GALK inhibitor: galactokinase (human) inhibition | P51570 | Purified GALK, Kinase-Glo residual ATP luminescence | Potency, µM (series often up to 57.5 µM), without a hit: at the highest dose activity change, negative = inhibition, usual class: inhibitors | 0.007% of 270,000 active | AID 1868; note: potency is the fitted concentration of half-maximal effect; % is set by controls: 0 for no effect and ±100 for the full control effect
Target sequence (P51570 whole entry, looked up): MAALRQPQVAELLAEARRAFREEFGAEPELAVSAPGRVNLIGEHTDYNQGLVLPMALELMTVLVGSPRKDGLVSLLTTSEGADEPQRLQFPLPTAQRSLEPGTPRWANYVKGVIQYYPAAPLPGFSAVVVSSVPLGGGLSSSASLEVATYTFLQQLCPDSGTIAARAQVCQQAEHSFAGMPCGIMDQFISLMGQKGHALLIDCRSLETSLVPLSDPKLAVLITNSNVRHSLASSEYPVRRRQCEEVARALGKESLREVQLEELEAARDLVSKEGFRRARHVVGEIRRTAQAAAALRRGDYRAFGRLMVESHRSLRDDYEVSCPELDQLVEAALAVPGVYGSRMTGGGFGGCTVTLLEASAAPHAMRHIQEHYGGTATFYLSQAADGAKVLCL
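ATP-depletion format; final 35 uM ATP, 100 uM D-galactose, 5 nM enzyme; pH 8.0 HEPES/Mg2+ buffer; 60 min RT; luminescence read 10 min after detection reagent.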
Giardia killer: Giardia lamblia killing; activity change, % at 7.66 µM, hits read low; 0.15% of 340,000 active; Giardia lamblia trophozoite viability; AID 540267; in the data active = activity change below about -80%; inconclusive = between about -30% and that limit;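 note: parasites exposed to compound for two days anaerobically before the ATP read; % is set by controls: 0 for no effect and ±100 for the full control effect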
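Killing of trophozoites was scored by loss of ATP luminescence after a 48 hrs anaerobic exposure to compounds at 37 deg C, using 100 cells per well.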
TCR activator: activates T cell receptor signaling | primary human leukocytes, anti-CD3, IL-2 HTRF, 48 h | Potency, µM (series often up to 9.22 µM), inactives show top-dose activation of IL-2 secretion, actives largely listed as activators | 330,000 tested, under 10 active | AID 504894; note: % of control where 0% means no effect
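HTRF read-out of IL-2 secretion: europium cryptate donor excited at 320nm, d2 acceptor emission at 665nm. Cells were primary human leukocytes incubated 48 hr with compounds and a-CD3 beads, supplying TCR signal only.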
KCNH2 WT inh: KCNH2 (human, wildtype) channel inhibition; activity change, % at 1.84 µM; AID 720551; Q12809; U2OS, BacMam KCNH2, thallium flux FluxOr; hits give low values; 0.37% of 340,000 active;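 active = maximum activity change below -70%; inconclusive = maximum activity change between -70% and -50%; inactive = maximum activity change above -50%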; note: % is set by controls: 0 for no effect and ±100 for the full control effect
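U2OS cells were transduced with wild-type KCNH2 virus (2.03 x 10^8 / mL) for 4 h at room temperature, then cultured overnight at 37 C. Thallium flux was read with FluxOr dye. Rate constants were normalized to DMSO controls.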
AT treatment: potential ataxia-telangiectasia treatments restoring KAP-1 phosphorylation | […] A-T fibroblasts, KAP-1 phosphorylation AlphaLISA; neocarzinostatin DNA damage 30 min before lysis | Potency, µM (series often up to 57.5 µM), without a hit: at the highest dose activation, actives largely listed as activators | 0.19% of 320,000 active | AID 485349; note: potency is the fitted concentration of half-maximal effect; % of control where 0% means no effect; nearly all actives have a fitted effect of over 45% in size
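hTERT-immortalized A-T patient fibroblasts ([…]), 500 cells/well in OPTI-MEM, 1% FBS, got compounds for 60 min, then NCS for 30 min at 37C. Lysates were then assayed for phospho-KAP-1 by AlphaLISA (anti-pKAP1 donor, anti-KAP1 acceptor beads), 6 hr at 25C.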
MLL CXXC-DNA inh: blocks binding of human MLL CXXC domain to DNA; Q03164; MLL-CXXC / FITC-HOXA9 DNA fluorescence polarization; Potency, µM (titrated, usually from 115 µM), inactives show at the top dose activity change, negative = inhibition, most hits filed as inhibitors; 0.037% of 290,000 active; active = well fitted inhibition curve with a large enough effect in the polarisation, with a control signal flat, not every such curve was filed as active; inconclusive = small, poorly fitted or top-dose-only effect, or effect the other way, or a change in a side signal; inactive = no such curve, though single readings can be large or run the other way; the % refers to the polarisation; note: potency is the fitted concentration of half-maximal effect
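Purified MLL-CXXC (added from a 7 uM solution) was preincubated 5 min at ambient with pinned compounds in 50 mM Tris-HCl pH 7.5, 50 mM NaCl, 1 mM DTT, 0.05% BSA. Fluorescein-labeled HOX-A9 DNA (50 nM solution) followed, 30 min, then polarization read.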
Tb PFK inh: T. brucei PFK enzyme inhibition; O15648; 0.17% of 330,000 active; Potency, µM (doses to about 57.5 µM), inactives show at the top dose activity, negative = inhibition, actives largely listed as inhibitors; T. brucei PFK, ADP-Glo luminescence;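 note: potency is the fitted concentration of half-maximal effect; 0% = uninhibited 1x PFK enzyme wells and -100% = no-enzyme wells; nearly all actives have a fitted effect of over 60% in size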
Target sequence (O15648 whole entry, looked up): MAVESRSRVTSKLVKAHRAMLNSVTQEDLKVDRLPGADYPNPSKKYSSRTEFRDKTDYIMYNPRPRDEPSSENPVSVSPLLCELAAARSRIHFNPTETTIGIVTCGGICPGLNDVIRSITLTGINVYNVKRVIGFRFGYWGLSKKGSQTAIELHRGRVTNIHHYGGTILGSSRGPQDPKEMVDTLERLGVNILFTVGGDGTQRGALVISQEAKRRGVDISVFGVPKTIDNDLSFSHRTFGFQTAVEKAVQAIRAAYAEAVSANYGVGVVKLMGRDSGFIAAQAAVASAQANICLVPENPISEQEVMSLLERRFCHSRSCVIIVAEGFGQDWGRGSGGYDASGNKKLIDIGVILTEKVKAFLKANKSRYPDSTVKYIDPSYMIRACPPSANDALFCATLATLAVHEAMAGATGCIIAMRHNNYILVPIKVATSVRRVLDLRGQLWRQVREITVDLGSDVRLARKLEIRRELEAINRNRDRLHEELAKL
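Luminescent ADP detection (ADP-Glo, two-step: ATP depletion then ADP-to-ATP conversion for luciferase) reported PFK activity after 45 min room-temperature reaction of 1.25 nM enzyme with 0.5 mM F6P and 0.1 mM ATP at pH 8.0.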
FBPA coupling cs: coupling enzyme interference in Giardia aldolase counter-screen. 0.67% of 290,000 active. coupling enzyme system counterscreen, AmpLite Red fluorescence. activity change, negative = inhibition, % at 58.2 µM, hits read low; in the data active = activity change below about -30%; note: % is set by controls: 0 for no effect and ±100 for the full control effect
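Counterscreen of the coupled detection system alone, without aldolase: glyceraldehyde-3-phosphate coupling enzymes plus AmpLite Red readout. Compounds at 57.5 uM final, 10 min RT preincubation, 20 min RT reaction, fluorescence 525/598 nm.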
* hit, by the source's call; ? = inconclusive; . = not tested or not shown; [ ] = another dose, or the depositor's remark. Unless noted, calls come from the whole dose curve; as a rule, active = well fitted curve in the direction sought with a large enough effect; inconclusive = small, poorly fitted or top-dose-only effect, or another doubt; inactive = no such curve, though single readings can be large; an effect the other way counts as inactive or inconclusive.

item | SMILES | TSHR antag | BCR signal inh | GALK inhibitor | Giardia killer | TCR activator
1 | O=C(O)COc1ccccc1/C=N/NC(=O)CSc1nnc(SCc2ccccc2)s1 | -11.4 | 1.6% | . | 12.2 | 5.8%
2 | Cc1cccn2c(CN(C)C3CCOC3)c(C(=O)N3CCCCC3)nc12 (stereo not drawn) | 1.8 | 8.2% | -0.1% | 13.0 | -1.6%
3 | O=C(OCC(=O)N1CCCCCC1)c1ccc(S(=O)(=O)N2CCOCC2)cc1 | 15.0 | 1.3% | 0.4% | 2.8 | 3.1%
4 | CC(=O)OC1CC2(C)C(=O)CCC2C2CCc3cc(O)ccc3C12 (stereo not drawn) | 1.7 | 3.6% | 2.5% | -2.3 | 6.4%
5 | CN(C)CCCNC(=O)C1(O)c2cc(Br)ccc2NC(=O)N1c1ccc(Cl)cc1 (stereo not drawn) | -2.1 | -0.4% | 1.4% | -8.4 | -1.6%
6 | Cc1ccc(C(=O)OCC(=O)N2CCc3ccccc32)cc1 | -4.6 | -1.4% | -1.2% | -3.9 | -3.7%
7 | Cc1ccccc1OCC(O)CN1C(=O)c2ccccc2C1=O (stereo not drawn) | -0.5 | ? | 0.6% | 24.8 | 7.9%
8 | O=[N+]([O-])c1c(NCc2ccccc2)cc(N2CCc3ccccc3C2)c2nonc12 | 14.7 | ? | 0.1% | 2.9 | -8.8%[46.1 µM]
9 | CCC(c1nnc(SCC(=O)Nc2cc(C)on2)o1)N(C)C (stereo not drawn) | 34.2 | -1.7% | . | 5.1 | -2.1%
10 | BrC(=C\c1ccccc1)/C=N/N1CCN(c2ccccn2)CC1 | 7.3 | ? | 3.7% | 12.2 | 3.9%
11 | C=CCN(CC=C)C(=S)Nc1cc(Cl)ccc1OC | 12.2 | -1.7% | -1.1% | -3.4 | -3.2%
12 | CN1CCN(C(=O)c2ccc(COc3cc(Cl)ccc3Cl)o2)CC1 | 4.5 | ? | -0.7% | 15.0 | 3.5%

item | KCNH2 WT inh | AT treatment | MLL CXXC-DNA inh | Tb PFK inh | FBPA coupling cs
1 | 0.8 | 12.1% | -10.2% | 0.0% | -0.3
2 | -1.1 | -0.4% | -3.6% | 0.6% | -0.4
3 | -1.6 | 5.1% | ? | 0.5% | 12.0
4 | -12.7 | 0.5% | -0.5% | -9.7% | 3.1
5 | 1.8 | -13.2% | 15.7% | 0.9% | 0.7
6 | -21.9 | 1.2% | 12.0% | -1.7% | .
7 | 5.8 | -4.4% | 50.8%[activator] | -2.4% | 2.5
8 | 14.1 | -0.8% | 12.9% | 5.2% | -40.2*
9 | -5.7 | -3.6% | . | -6.6% | .
10 | -3.3 | 3.8% | -0.3% | -12.1% | -2.6
11 | 2.3 | 2.0% | 11.6% | -2.5% | 0.0
12 | -0.7 | -4.8% | 7.9% | 20.0% | 1.3

Part of the list above in a different format:
no. | SMILES | TSHR antag | BCR signal inh | GALK inhibitor | Giardia killer | TCR activator | KCNH2 WT inh | AT treatment | MLL CXXC-DNA inh | Tb PFK inh | FBPA coupling cs
10 | BrC(=C\c1ccccc1)/C=N/N1CCN(c2ccccn2)CC1 | 7.3 | ? | 3.7% | 12.2 | 3.9% | -3.3 | 3.8% | -0.3% | -12.1% | -2.6
4 | CC(=O)OC1CC2(C)C(=O)CCC2C2CCc3cc(O)ccc3C12 (stereo not drawn) | 1.7 | 3.6% | 2.5% | -2.3 | 6.4% | -12.7 | 0.5% | -0.5% | -9.7% | 3.1
1 | O=C(O)COc1ccccc1/C=N/NC(=O)CSc1nnc(SCc2ccccc2)s1 | -11.4 | 1.6% | . | 12.2 | 5.8% | 0.8 | 12.1% | -10.2% | 0.0% | -0.3

More compounds follow:
item | SMILES | TSHR antag | BCR signal inh | GALK inhibitor | Giardia killer | TCR activator
13 | CC1(c2ccc3ccccc3c2)NC(=O)N(CC(=O)N2CCC(C(N)=O)CC2)C1=O (stereo not drawn) | . | -0.2% | . | 5.1 | 7.2%
14 | Cn1nc(C(F)(F)F)c(-c2ccc(Br)cc2)c1NC(=O)c1cccnc1 | 8.0 | -8.1% | . | -9.5 | 0.4%
15 | O=C(COc1cccnc1[N+](=O)[O-])N1CCN(C(=O)c2ccco2)CC1 | 12.8 | -0.7% | 6.8% | -1.6 | -0.9%
16 | Cc1ccccc1C(=O)NC(CC(C)C)C(=O)Nc1ccc(F)c([N+](=O)[O-])c1 (stereo not drawn) | 7.9 | -1.1% | 1.0% | 10.7 | 1.1%[46.1 µM]
17 | Cc1ccc(S(=O)(=O)c2nc(Nc3nccs3)sc2Cl)cc1 | -24.1 | -16.5% | -1.7% | 1.4 | .
18 | O=[N+]([O-])c1ccc(CS(=O)(=O)c2ccc(Cl)cc2)cc1 | -3.6 | ? | -2.9% | -27.6 | 6.3%
19 | COC(=O)c1cccc(NC(=O)CSc2nnc(C)n2Cc2ccccc2)c1 | -7.2 | -0.5% | 0.5% | -3.3 | 4.0%
20 | O=C(COC(=O)Cc1ccsc1)NCC12CC3CC(CC(C3)C1)C2 | 17.1 | ? | 0.2% | 3.5 | -1.1%
21 | CCCCCn1c(=O)c(C(=O)OCC)c(Cl)c2ccccc21 | -15.5 | 5.9% | 3.3% | -7.9 | -1.9%
22 | CC(=O)NC(Cc1ccccc1C)C(=O)NC1CCN(C(=O)NCc2ccccc2)CC1 (stereo not drawn) | -6.9 | ? | 14.9% | 16.2 | 1.2%
23 | Cc1ccc(S(=O)(=O)N[C@@H](CC(C)C)C(=O)NCc2ccco2)cc1 | -11.6 | 0.0% | -4.5% | -9.0 | 4.6%
24 | CC(C)n1c(SCC(=O)N2CCN(C)CC2)nc2c1c(=O)n(C)c(=O)n2C | -1.5 | 5.8% | 6.2% | 18.0 | 1.5%

item | KCNH2 WT inh | AT treatment | MLL CXXC-DNA inh | Tb PFK inh | FBPA coupling cs
13 | -3.3 | -1.7% | . | -15.5% | .
14 | 2.7 | 9.1% | -11.6% | -2.8% | -0.2
15 | -6.4 | 2.3% | 6.4% | -13.3% | -1.5
16 | 5.9 | -12.1% | 9.9% | -2.6% | 3.3
17 | -0.8 | 1.9% | -15.8% | -1.7% | -2.8
18 | 21.2 | -7.6% | -4.3% | -0.7% | 2.3
19 | 10.0 | -6.9% | -2.6% | 0.6% | -0.5
20 | 6.1 | 5.4% | -10.1% | 4.5% | 4.5
21 | -0.3 | 14.0% | 17.3% | -2.8% | 2.1
22 | -28.2 | -6.2% | 3.1% | 0.7% | -0.1
23 | 1.1 | -6.8% | 0.4% | -3.0% | 0.4
24 | -2.5 | -7.2% | -0.7% | -2.1% | 1.1

Continued:
item | SMILES | TSHR antag | BCR signal inh | GALK inhibitor | Giardia killer | TCR activator
25 | CC1CCCCN1CC(=O)Nc1ccc(N2CCCCCC2)cc1 (stereo not drawn) | 0.9 | -5.5% | -1.4% | 4.7 | 1.9%
26 | COc1ccc2[nH]c(=O)c(CN(CCCN(C)C)C(=O)Nc3ccccc3)cc2c1 | 7.8 | -15.6% | 10.5% | -0.9 | -5.2%
27 | Cc1ccccc1OCCN1CCCC1 | 7.5 | 1.0% | 5.6% | -10.1 | -2.6%
28 | Cc1cccc(NC(=O)C2CCN(C(=O)NC3CCCCC3)CC2)c1 | 2.3 | -0.6% | 0.3% | -1.8 | 3.7%
29 | O=c1c2cc(Cl)ccc2nc(-c2ccccc2)n1O | 6.9 | ? | -0.5% | -29.6 | 9.2%
30 | COC(=O)C1=C(C)N=C2SC(C)C(=O)N2C1/C=C/c1ccccc1OC (stereo not drawn) | 2.2 | 4.5% | -1.3% | 25.8 | -2.1%
31 | CSCCC(NS(=O)(=O)c1ccc(C)cc1)C(=O)N1CCN(C(C)=O)CC1 (stereo not drawn) | 0.5 | 7.7% | . | -8.9 | 0.3%
32 | O=[N+]([O-])c1ccc2nc(NS(=O)(=O)c3ccccc3[N+](=O)[O-])sc2c1 | -18.2 | 17.2% | -1.0% | 7.4 | -0.8%
33 | C/C(=N/O)c1ccc(Oc2cnccn2)cc1 | 14.9 | -0.3% | -0.4% | 6.9 | -5.9%
34 | CCOC(=O)c1c(NC(=S)NC)sc2c1CCCC2 | 3.4 | ? | 4.2% | -5.5 | -2.4%

item | KCNH2 WT inh | AT treatment | MLL CXXC-DNA inh | Tb PFK inh | FBPA coupling cs
25 | 0.3 | -11.3% | 7.0% | -6.2% | -15.0
26 | 14.4 | 0.7% | 2.6% | -1.9% | -1.0
27 | 4.6 | 1.0% | -4.5% | 0.5% | -0.3
28 | -3.2 | 2.0% | -1.2% | 4.4% | -0.6
29 | -3.8 | -5.6% | 0.5% | 1.9% | 1.1
30 | -6.8 | 0.5% | -3.7% | -3.1% | 1.9
31 | -3.9 | 1.0% | . | 9.3% | .
32 | 20.1 | -0.7% | 3.3% | -1.1% | 15.7
33 | -1.9 | 3.5% | 2.1% | -1.8% | 1.2
34 | -12.0 | -0.8% | -10.2% | -4.3% | 4.4
